Efflux pump inh: inhibitors of Candida efflux pumps in yeast, primary screen, S. cerevisiae, Nile Red, multiplex. S. cerevisiae Candida pump triplex. inhibition, % at 10 µM. 330,000 tested, 0.44% active. AID 485275, 2010;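 active means plate passing quality check with inhibition over a set limit, or well fluorescence over plate mean plus 4 SD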;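 further: Nile Red retained in pooled yeast measured as flow cytometry median fluorescence; 0% = buffer negative control and 100% = Enniatin B positive control; higher means more Nile Red kept so more efflux inhibition; some compounds called inactive have numbers as strong as hits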
proCasp3 act: activators of human procaspase-3 D3A mutant, primary screen, biochemical, absorbance, PC-3 D3A mutant, single concentration; Caspase-3 (Homo sapiens), P42574; recombinant procaspase-3 D3A, Ac-DEVD-pNA absorbance 405 nm; activation, % at 8.5 µM; 330,000 tested, 0.11% active;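 active means activation above the mean of all tested compounds plus 3 SD, cut at about 21% in these data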;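 further: 0% = DMSO alone and 100% = DMSO wells spiked with extra 5 µM PC-3 D3A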
Target sequence (P42574 whole entry D9A/D28A/D175A): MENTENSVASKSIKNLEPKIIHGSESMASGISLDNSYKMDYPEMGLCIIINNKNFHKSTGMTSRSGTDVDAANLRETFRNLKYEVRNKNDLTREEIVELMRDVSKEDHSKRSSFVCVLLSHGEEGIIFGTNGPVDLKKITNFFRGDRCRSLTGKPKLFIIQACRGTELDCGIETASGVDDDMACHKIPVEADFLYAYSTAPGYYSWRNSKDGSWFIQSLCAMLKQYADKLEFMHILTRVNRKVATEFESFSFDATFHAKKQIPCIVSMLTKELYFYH
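assay system = Procaspase-3 D3A mutant | signal = absorbance at 405 nm, 0 and 120 min | times = 1 h preincubation plus 2 h reaction at 25 °C | repeats = single replicate | read-out = % activation between DMSO and enzyme-spiked controls | medium = Zinc-free HEPES saline buffer with Triton X-100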
Fh CTSL1 inh: Fasciola hepatica cathepsin L1 inhibitors, primary screen, counter-screen for PFM18AAP inhibitor project, biochemical, QFRET, fluorogenic peptide substrate; recombinant F. hepatica cathepsin L1, Z-Leu-Arg-MCA fluorescence; inhibition, % at 5.96 µM; 300,000 tested, 0.49% active;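 active means inhibition above the mean of all tested compounds plus 3 SD, set per screening campaign, cut at about 17% in these data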;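 further: 0% = plate median of test compound wells and 100% = 1 µM Z-Phe-Ala-diazomethylketone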
PP5 primary: PP5 phosphatase inhibitors, primary screen, biochemical, fluorescence | inhibition, % at 6.7 µM | 320,000 tested, 0.18% active | purified PP5c, OMFP substrate fluorescence | AID 1987, 2009;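 active means inhibition above the campaign's mean inhibition across all tested compounds plus 3 SD, cut at about 9.5% in these data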;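 further: 0% = DMSO only and 100% = 100 µM cantharidin control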
TPT1 inh: Candida albicans TPT1 enzyme inhibitors, primary screen, biochemical, fluorescence polarization; tRNA 2'-phosphotransferase TPT1 (Candida albicans SC5314); 300,000 tested, 0.81% active; inhibition, % at 5 µM; recombinant caTPT1, FP RNA substrate dephosphorylation;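 active means inhibition above the mean of all tested compounds plus 3 SD, set per screening campaign, cut at about 24% in these data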;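 further: plate controls were DMSO alone for no effect and ferristatin control at 100 nM for full effect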
proCasp7 act: procaspase-7 activators, primary screen, counter-screen for procaspase-3 activator project, biochemical, absorbance, HTS, human. 330,000 tested, 0.093% active. Caspase-7 (Homo sapiens), P55210. recombinant procaspase-7, Ac-DEVD-pNA absorbance 405 nm; D23A/D198A/D206A triple mutant, cannot self-cleave; scale: DMSO 0, 5 µM enzyme 100. activation, % at 8.5 µM;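 active means percent activation above the screen-wide mean plus 3 SD, cut at about 25% in these data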
Target sequence (P55210 whole entry D23A/D198A/D206A): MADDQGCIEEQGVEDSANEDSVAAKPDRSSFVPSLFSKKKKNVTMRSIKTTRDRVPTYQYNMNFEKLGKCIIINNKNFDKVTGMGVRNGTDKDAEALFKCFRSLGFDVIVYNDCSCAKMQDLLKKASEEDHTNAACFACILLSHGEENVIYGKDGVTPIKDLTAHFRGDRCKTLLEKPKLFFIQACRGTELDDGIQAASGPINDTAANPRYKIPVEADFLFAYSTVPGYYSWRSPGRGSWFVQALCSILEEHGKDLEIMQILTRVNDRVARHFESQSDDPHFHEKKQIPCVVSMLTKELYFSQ
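Test system: Procaspase-7 triple mutant (PC-7 D3A). Also added: Ac-DEVD-pNA substrate, 400 µM as added. Schedule: 1 h enzyme–compound preincubation and 2 h substrate reaction, both 25 °C. Signal: p-Nitroaniline absorbance at 405 nm, read at 0 and 120 min. Control set: low DMSO alone, high DMSO plus 5 µM PC-7.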
HCV core dimer: inhibitors of HCV core protein dimerization, primary screen, biochemical, TR-FRET, high-throughput. 300,000 tested, 0.33% active. AID 1899, 2009. TR-FRET GST/Flag-core106 dimerization, 1536-well. inhibition, % at 5 µM;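 active means inhibition above the mean of all tested compounds plus 3 SD, set per screening campaign, cut at about 45% in these data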
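Test system: GST/Flag-tagged HCV core106 proteins; Medium: KF-containing HEPES buffer, pH 7.45, DTT, CHAPS, BSA; Times: compound-protein-antibody incubation 4 h at 22.5 °C; Detection: TR-FRET 671 and 617 nm emission; Benchmarks: wells lacking GST-core106 and wells with excess unlabelled core106.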
PP1 inh: PP1-alpha phosphatase inhibitors, primary screen, counter-screen for PP5 inhibitor project, biochemical, fluorescence, OMFP substrate, single point; inhibition, % at 6.7 µM; 320,000 tested, 0.9% active; Serine/threonine-protein phosphatase PP1-alpha catalytic subunit (Homo sapiens), P62136; AID 2235, 2010; purified PP1alpha;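 active means inhibition above the mean inhibition of all tested compounds plus 3 SD, computed separately for each screening campaign, cut at about 15% in these data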
Target sequence (P62136 whole entry, looked up): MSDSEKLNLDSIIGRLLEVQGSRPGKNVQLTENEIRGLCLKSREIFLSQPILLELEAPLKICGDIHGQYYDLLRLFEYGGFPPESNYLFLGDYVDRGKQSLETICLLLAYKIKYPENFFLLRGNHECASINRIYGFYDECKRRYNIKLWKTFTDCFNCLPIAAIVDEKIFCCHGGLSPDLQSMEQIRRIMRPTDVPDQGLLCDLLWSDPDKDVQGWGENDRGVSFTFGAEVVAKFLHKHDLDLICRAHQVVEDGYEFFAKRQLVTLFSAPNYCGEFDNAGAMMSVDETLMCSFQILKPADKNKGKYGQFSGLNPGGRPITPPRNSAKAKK
JMJD2C inh: inhibitors of GASC-1 histone demethylase, primary screen, biochemical, fluorescence, DELFIA europium; inhibition, % at 2.35 µM; 330,000 tested, 0.069% active; GST-JMJD2C(1-420) H3K9me3 demethylation;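 active means more than half of a compound's replicate wells show inhibition beyond 50%, single wells judged on their own value; inconclusive means some, but no more than half, of replicates pass 50% inhibition; inactive means no replicate passes 50% inhibition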;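 further: signal counts dimethyl H3K9 product captured on neutravidin plate; 0% = median of DMSO wells and 100% = 0.3 times that DMSO median; strong numbers were not always called active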
Active calls of the source: *; ? = inconclusive; . = not tested or not shown; & = joins results of further samples.

SMILES	Efflux pump inh	proCasp3 act	Fh CTSL1 inh	PP5 primary	TPT1 inh	proCasp7 act	HCV core dimer	PP1 inh	JMJD2C inh
CCOC(=O)CSc1nc2c(sc(=S)n2-c2ccc(CC)cc2)c(=O)[nH]1	0.0	0	2	2.9	-2	-3	11	10	9
O=C(Cn1c(=O)c(=O)n(Cc2ccccc2)c2ccc(Cl)cc21)Nc1cccc(F)c1	-0.2	11	-2	-0.5	0	3	21	-2	-1
Cc1ccc(CNC(=O)C2CCCN(S(=O)(=O)c3cccc4nonc34)C2)cc1 (configuration not stated)	-0.8	0	0	0.8	6	4	-6	-2	-8
O=C(O)c1ccc(Cl)c(S(=O)(=O)NCC2CCCO2)c1 (configuration not stated)	0.0	-4	0	1.0	0	4	-7	-1	4
Cc1cc(=O)[nH]c(SCC(=O)N2CCCC(C)C2)n1 (configuration not stated)	-0.2	-3	-3	1.3	1	0	-8	-1	0
Cc1csc(NC(=O)c2ccc(-c3ccc(Cl)cc3Cl)o2)n1	17*	-8	-1	1.7	3	-13	-8	-5	-6
Cc1ccccc1NC(=O)C(C)OC(=O)CNS(=O)(=O)c1ccc(C#N)cc1 (configuration not stated)	-0.2	3	-44	-3.0	-3	4	-1	-3	0
COC(=O)[C@]1(C)N[C@H](CN(C)C(=O)Nc2ccc(Cl)cc2)[C@@H]2C(=O)N(Cc3ccccc3)C(=O)[C@@H]21	-0.1	-6	.	.	.	8	.	.	10
Cc1ccc2[nH]c(CCN(C)C)c(CN3CCOCC3)c2c1	-0.2	7	.	-0.2	.	2	.	-1	-5
O=C(NC(=S)NCc1ccccc1)c1ccc(Br)cc1	0.0	-1	-1	-0.1	0	-13	-1	0	-4
COc1ccc(C2Nc3ccccc3C(=O)N2C2CCCCC2)cc1 (configuration not stated)	-0.1	-1	0	3.3	-2	6	4	-1	-5
COc1ccc(CNC(=O)CCc2c(C)nc3cc(-c4ccccc4OC)nn3c2C)cc1	0.0	4	-3	2.7	-3	1	0	-4	0
CCOC(=O)c1cc(C(C)C)sc1NC(=O)COC(=O)c1nccnc1N	0.0	6	3	-0.6	0	8	3	1	1
CCc1cc2c(N3CCN(c4ccccc4)CC3)ncnc2s1	0.2	1	-2	5.7	-1	-2	7	-1	0
C/C(=N\O)C(C)(C)Nc1ccc(Cl)cc1	0.0	5	-5	1.2	0	14	3	-8	8
CC(C)C(NC(=O)C1CCCCC1)C(=O)NCCc1ccccc1 (configuration not stated)	-0.1	1	0	-0.8	-3	1	-3	0	-3
C1=C(CCNc2ncnc3c2[nH]c2ccccc23)CCCC1	0.0	-1	-3	0.9	4	5	4	8	11
Cc1csc(NC(=O)C2CCCN2C(=O)OCC(C)C)n1 (configuration not stated)	0.1	1	-3	1.1	5	3	-2	-1	2
CCOC(=O)C1CCCN(C(=O)c2cc(Nc3ccc(OC)cc3OC)nc3ccccc23)C1 (configuration not stated)	-0.1	1	-1	3.8	-4	2	8	0	2
O=C(Nc1ccc(S(=O)(=O)N2CCOCC2)cc1)c1ccc(Cl)cc1	-0.2	13	-5	0.7	-3	3	-3	0	-10&-1

The final 2 compounds of the part above come first, to join the parts.
SMILES	Efflux pump inh	proCasp3 act	Fh CTSL1 inh	PP5 primary	TPT1 inh	proCasp7 act	HCV core dimer	PP1 inh	JMJD2C inh
CCOC(=O)C1CCCN(C(=O)c2cc(Nc3ccc(OC)cc3OC)nc3ccccc23)C1 (configuration not stated)	-0.1	1	-1	3.8	-4	2	8	0	2
O=C(Nc1ccc(S(=O)(=O)N2CCOCC2)cc1)c1ccc(Cl)cc1	-0.2	13	-5	0.7	-3	3	-3	0	-10&-1
CCOc1ccc(C(=O)Nc2ccc(S(=O)(=O)Nc3cc(C)on3)cc2)cc1	-0.2	6	-3	0.6	0	0	1	1	-26
CCC1(C)Cc2c(sc3nc(SC)[nH]c(=S)c23)CO1 (configuration not stated)	0.2	5	2	-1.8	-11	-7	10	1	3
O=C1Nc2ccccc2S/C1=C/c1cccs1	0.2	-20	3	0.3	5	-1	-6	2	-16
CC1=CC(C)(C)n2c(O)c(C3=NC(=S)NC3=O)c3cc(OC(=O)c4cccc5ccccc45)cc1c32	-0.1	2	-3	0.3	-4	6	16	-5	18
CCCSc1nc2[nH]ncc2c(=O)[nH]1	0.1	-9	0	4.8	4	-3	-3	3	-3
CN(c1ccccc1)S(=O)(=O)c1ccc(Cl)c(C(=O)Nc2ccc(N3CCOCC3)cc2)c1	0.2	10	1	1.7	-5	2	3	-2	-1
C=CCNCCOc1c(C)cc(C)cc1Cl	0.0	-3	1	-2.6	-2	7	9	-2	0
CCN(C(=O)CSc1ncnc2sccc12)c1c(N)n(Cc2ccccc2)c(=O)[nH]c1=O	0.0	1	.	1.3	.	-11	.	-2	-2
CN1CCN(c2ccc(NS(=O)(=O)c3ccc(Cl)cc3)cn2)CC1	0.2	0	-3	1.6	-15	-3	-1	-2	-25
O=C(CN1CCN(c2cccc(C(F)(F)F)c2)CC1)Nc1cccc(C(F)(F)F)c1	0.3	6	2	7.7	1	-3	-13	3	12
CCCCn1nnnc1SCC(=O)Nc1ccc2c(c1)OCO2	0.0	4	-3	-1.2	4	9	24	0	-4
COc1ccc(C(=O)CCc2ccccc2)cc1	0.1	3	-4	3.3	-1	-4	0	-2	-18
CCc1ccc(/C=C2/Sc3ccccc3N(CC(=O)NCCCN3CCOCC3)C2=O)cc1	0.2	-7	2	1.1	3	-4	-2	-3	-1
CCn1cc(C(=O)N(C)c2ccc(OC)cc2)c2cc(OC)c(OC)cc2c1=O	0.2	7	-5	2.7	-3	5	-12	-1	1
COc1ccc(-c2cc(C(=O)N3CCCCC3)c3ccccc3n2)cc1	-0.1	-1	2	1.8	-2	13	-4	-1	-1
O=C(NN=Cc1cccc([N+](=O)[O-])c1)c1cc(-c2cccnc2)nc2ccccc12	-0.2	-2	.	.	.	6	.	.	5
COc1ccc(C2N=C(c3ccccc3)C(C)(C)N2O)cc1 (configuration not stated)	0.0	-2	-2	1.6	4	2	-3	-4	-6
Cc1noc(NS(=O)(=O)c2ccc(NC(=O)NC(C)(C(F)(F)F)C(F)(F)F)cc2)c1C	-0.1	-4	2	1.4	-1	-4	10	-3	6
O=C(NCCc1ccccc1Cl)c1cc(COc2ccc(F)cc2F)on1	-0.4	-5	5	5.5	-1	-4	2	3	-5
CCC(=O)NC(c1ccc(OC)cc1)c1c(O)ccc2ccccc12 (configuration not stated)	-0.1	9	1	3.0	0	-6	9	5	3
CC(C)n1c(SCC(=O)NC2CC2)nnc1C1CC1	0.0	5	1	-1.3	-2	4	0	-2	?
COc1ccc2c(c1)c(C(=O)N/N=C/c1cccc(O)c1)c(C)n2C	-0.5	-4	7	2.4	-4	-7	-7	-3	-1
O=C(Nc1ncccn1)C1c2ccccc2Oc2ccccc21	-8.5	1	0	-0.6	-4	-10	-2	-2	-7
CCOc1ccc2[nH]cc(C(=O)NCCc3ccccc3)c(=O)c2c1	-0.3	-3	4	1.0	-4	-6	-15	7	-31
Cc1cc(C(=O)N2CCN(C(c3ccccc3)c3ccccc3)CC2)on1	0.5	2	4	5.5	-2	-9	-5	2	0
Cc1cc(C(=O)NNC(=S)NCC(C)C)cs1	0.1	-9	-1	-1.7	-1	8	-9	-1	-2
COc1ccc(NC(=O)CN(C)CC(=O)N(C)C2(C#N)CCC(C)CC2)cc1 (configuration not stated)	0.0	3	.	0.3	.	-8	.	0	3
c1ccc2c(OCCCN3CCCCCC3)cccc2c1	0.0	0	0	2.1	2	1	-4	-3	-14
O=C(O)c1ccc(CSc2nc3ccc(N4C(=O)C5C6C=CC(C6)C5C4=O)cc3s2)cc1 (configuration not stated)	0.4	-7	-3	-6.0	2	-6	-2	-8	5
CCOC(=O)C1=C(N)OC2=C(C(=O)CC(C)(C)C2)C1c1ccccc1OCC#N (configuration not stated)	-0.1	1	0	1.4	-3	6	0	-3	0
CCOc1cc(S(=O)(=O)n2ccnc2)ccc1Br	0.0	0	-2	0.6	-2	3	0	-1	5
COC(CNC(=O)c1ccc2c(c1)ncn2-c1ccc(C)cc1C)OC	-0.2	-8	0	0.3	-2	10	-4	2	2
COc1ccc(S(=O)(=O)N2CCN(C(=O)CCc3c[nH]c4ccccc34)CC2)cc1	0.3	6	.	0.1	.	5	.	-1	.
COc1ccc([C@@H]2CC(=O)c3c(O)cc(O[C@@H]4OC(CO[C@@H]5OC(C)[C@H](O)[C@H](O)C5O)[C@@H](O)[C@@H](O)C4O)cc3O2)cc1O (some centres not stated)	0.0	10	4	-0.2	0	-7	8	-1	-4
O=C(O)CCS(=O)(=O)Cc1ccccc1F	0.0	-4	-1	-0.1	-3	0	2	-1	-1
CC1CCCN(S(=O)(=O)c2ccc(C(=O)Nc3nnc(-c4ccccc4Cl)o3)cc2)C1 (configuration not stated)	0.0	0	0	1.3	7	10	10	-1	19
CC(=O)c1ccc(NC(=S)NC(NC(=O)c2ccco2)C(Cl)(Cl)Cl)cc1 (configuration not stated)	-0.1	-4	-3	2.7	-1	8	8	6	12
Cc1ccc(S(=O)(=O)n2cnc(C)c2)cc1	-0.1	3	-5	-4.4	-1	7	8	0	2
COCCNC(=O)CN(Cc1ccccc1)S(=O)(=O)c1ccc2nc(C)sc2c1	-0.1	7	-2	-2.2	-1	8	-7	-4	-6
COc1ccccc1CNC(=O)CS(=O)Cc1nc(-c2ccccc2C)oc1C (configuration not stated)	-0.1	73*	-3	0.6	0	-3	-7	0	-7
C=CCOc1ccccc1CNc1ccc2[nH]c(=O)[nH]c2c1	-0.1	-7	-3	0.4	-9	-6	-15	-4	-33
Oc1cccc2c3c(oc12)CCCC3	0.1	-1	-1	3.0	4	-4	1	-1	2
C=CCn1cc(-c2cccc(C(F)(F)F)c2)cc(C#N)c1=O	-0.1	7	1	4.1	-5	11	-2	-2	9
CCN(C(=O)COC(=O)/C=C/c1cccc(Cl)c1)c1c(N)n(Cc2ccccc2)c(=O)[nH]c1=O	-0.2	2	.	0.4	.	-1	.	9	3
